HSP90 refold inh: inhibitors of HSP90 luciferase refolding in rabbit reticulocyte lysate | inhibition, % at 5.6 µM | 0.91% of 290,000 active | AID 1789 | luciferase refolding luminescence, 3 h;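 active means inhibition above the screen-wide mean plus 3 SD, computed separately per campaign, cut at about 16% in these data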;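 further: 0% = DMSO wells and 100% = 60 µM geldanamycin wells; inhibitors lower the luminescence because luciferase stays unfolded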
PolyA inhibitor: yeast polyadenylation inhibition; S. cerevisiae SKY197-pL101 polyadenylation reporter, beta-gal luminescence; efflux-impaired pdr1/pdr3 knockout yeast; score 100 = 6 SD above DMSO; calls only at 12 µM; 0.02% of 300,000 active; AID 1875;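 active means lowest replicate activity score at least 50, where 100 means six control SD above control mean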;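 further: yeast exposed to compound for 9 h at 30 °C; higher score means more reporter readthrough which indicates perturbed polyadenylation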
HDAC3 inhib: blocks human histone deacetylase 3; O15379; recombinant HDAC3, fluorogenic peptide/trypsin coupled, fluorescence; inhibition, % at 8.3 µM; 0.15% of 320,000 active; in the data active means inhibition above about 26%, passing the limit was not always enough
HSF-1 act: increases HSF-1 driven luciferase reporter signal; NIH3T3-HGL HSF-1 luciferase reporter, MG132, 8 h; 100% = twice DMSO control signal; activation, % at 9 µM; 1.7% of 300,000 active;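 active means mean replicate activation of at least 50% with a set share of replicates each reaching 50%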;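 further: 0% = median of the neutral control wells and 100% = twice that signal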
Platelet DG rel: modulates dense granule release in human platelets. inhibition, %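 (compounds screened at 7.5 µM in platelet-rich plasma)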. human platelet-rich plasma, SFLLRN dense granule ATP release, luminescence. 0.22% of 300,000 active;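 active means mean replicate score, as percent of positive control, at or above 50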
GSK3A inh: human GSK-3 alpha kinase inhibition. inhibition, % at 10 µM. 0.1% of 320,000 active. P49840. ADP-Glo luminescence, 60 min;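 in the data active means inhibition above about 50%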;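 further: GST-tagged GSK-3 alpha with peptide substrate and 25 µM ATP; 0% = DMSO neutral wells and 100% = GW8510 positive control wells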
Target sequence (P49840 whole entry, looked up): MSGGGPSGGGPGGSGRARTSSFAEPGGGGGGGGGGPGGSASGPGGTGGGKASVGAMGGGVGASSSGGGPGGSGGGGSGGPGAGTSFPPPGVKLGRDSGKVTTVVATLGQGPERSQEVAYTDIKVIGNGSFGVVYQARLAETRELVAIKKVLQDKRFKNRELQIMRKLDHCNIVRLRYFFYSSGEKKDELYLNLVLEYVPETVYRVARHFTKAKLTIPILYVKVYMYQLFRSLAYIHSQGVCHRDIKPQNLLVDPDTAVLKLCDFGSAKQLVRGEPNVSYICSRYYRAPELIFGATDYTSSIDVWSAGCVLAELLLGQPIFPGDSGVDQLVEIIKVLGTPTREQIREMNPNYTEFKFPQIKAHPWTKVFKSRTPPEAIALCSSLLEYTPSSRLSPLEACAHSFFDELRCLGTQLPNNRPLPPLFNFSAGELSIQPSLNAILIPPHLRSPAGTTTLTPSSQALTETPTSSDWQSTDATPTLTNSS
Dyrk1A ADPGlo: inhibitors of rat Dyrk1A kinase | ADP-Glo luminescence, NFATc1 peptide | AID 504441 | Q63470 | inhibition, % at 12.5 µM | 0.43% of 310,000 active; in the data active means inhibition above about 50%;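 further: plate controls were vehicle with enzyme for no effect and no enzyme for full effect; many of its hits are not listed in these tables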
HSF1 inh: HSF1 inhibition. NIH3T3-HGL HSE-luciferase, MG132-induced, luminescence 8 h; stronger effect = lower value. activity change, negative = inhibition, % at 7.5 µM (by protocol). 0.77% of 300,000 active;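 active means more than half of replicate wells show activity change below -50%, luminescence cut by over half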;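 further: luciferase reports HSF-1 transcriptional activity via heat shock element; 0% = median of DMSO wells and -100% = zero luminescence signal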
AI-2 QS mod: Vibrio harveyi AI-2 quorum sensing modulation | Vibrio harveyi JMH597 AI-2 luminescence/OD600 ratio, 9 h; stronger effect = lower value; strain lacks LuxN and CqsS sensors; 0 = neutral-control median | activity change, % at 7.5 µM | 0.4% of 300,000 active | AID 2094; in the data active means activity change below about -75%, passing the limit was not always enough;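 further: luminescence divided by OD600 gain over 9 h not by final OD600 alone; inactives centre near 13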
GSK3beta inhib: inhibitors of human GSK3beta kinase; P49841; GST-GSK3beta kinase, ADP-Glo luminescence, 60 min; stronger effect = lower value; activity score (negative = inhibition), % at 10 µM; 0.038% of 300,000 active; AID 2097;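 active means more than half of replicate wells score below -50%, meaning over 50% inhibition versus plate controls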;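 further: 0% = median DMSO wells and -100% = median GW8510 positive control wells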
Target sequence (P49841 whole entry, looked up): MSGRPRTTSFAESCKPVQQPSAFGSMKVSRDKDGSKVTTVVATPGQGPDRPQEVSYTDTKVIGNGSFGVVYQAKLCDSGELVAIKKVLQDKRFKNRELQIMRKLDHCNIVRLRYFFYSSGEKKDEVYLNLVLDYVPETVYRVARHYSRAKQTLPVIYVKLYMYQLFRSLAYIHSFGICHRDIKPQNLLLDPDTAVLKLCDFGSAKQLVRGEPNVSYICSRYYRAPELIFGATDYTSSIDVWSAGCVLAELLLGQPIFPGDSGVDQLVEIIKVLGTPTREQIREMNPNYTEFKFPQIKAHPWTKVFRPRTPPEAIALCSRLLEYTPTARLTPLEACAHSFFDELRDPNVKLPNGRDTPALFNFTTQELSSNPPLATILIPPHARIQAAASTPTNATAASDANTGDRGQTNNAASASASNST
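test system = GST-tagged human GSK3beta kinase, cell-free | reagent = 25 µM ATP with peptide substrate | dosing = one dose of 10 µM per compound | schedule = 60 min reaction, RT | detection = luminescent ADP-Glo measurement of ADP formed | control set = DMSO neutral wells and GW8510 at 20 µM as positive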
The depositor's hits bear a star; i = inactive; . = no result given.

structure | Dyrk1A ADPGlo | HSF-1 act | GSK3beta inhib | Platelet DG rel | HDAC3 inhib | PolyA inhibitor | GSK3A inh | HSF1 inh | AI-2 QS mod | HSP90 refold inh
C=C1C(=O)O[C@@H]2C[C@@H](C)[C@H]3C=CC(=O)[C@]3(O)C[C@@H]12 | -6 | 2 | 6 | -3 | 6 | i | 1 | -7 | 20 | .
CCOc1ccccc1-n1c(O)c(C=Nc2ccc(N(CC)CC)cc2)c(=O)[nH]c1=O | 2 | -16 | 0 | 5 | 3 | i | -4 | -18 | 43 | -1
CC(=O)N1CN2CN(C1)CN(C(C)=O)C2 | -3 | -4 | -5 | 4 | -2 | i | -5 | -4 | 9 | -1
Cc1nc2cc(-c3ccccc3)nn2c(C)c1CCC(=O)N1CCC2(CC1)OCCO2 | 5 | 15 | 1 | 0 | -2 | i | 1 | -5 | -1 | 1
Cn1cc(C(O)CN2CCCCC2)c2ccccc21 (stereo not given) | 3 | -6 | 2 | 3 | 14 | i | -1 | -3 | 16 | -2
NNc1n[nH]c(=S)n1N | . | 35 | 3 | -5 | 3 | i | -3 | 17 | 25 | 2
CCOP(=O)(OCC)c1cccc(OP(=O)(c2cccc([N+](=O)[O-])c2)c2cccc([N+](=O)[O-])c2)c1 | . | -54 | 2 | 5 | -15 | i | -1 | -42 | 28 | 3
CCN(CC)C(=O)c1ccc(NC(=O)CNC(C)c2cccc3ccccc23)cc1 (stereo not given) | 2 | 9 | 3 | 8 | -1 | i | 1 | 1 | 1 | -1
CC1=C(C(=O)OC(C)C)[C@]2(C(=O)N(CC(N)=O)c3ccccc32)C(C#N)=C(N)O1 | 3 | 2 | 0 | -1 | 2 | i | 3 | -3 | -1 | -2
COc1cc(CN2CCNCC2)cc(OC)c1OC | 0 | 7 | 1 | -4 | 2 | i | -6 | 1 | 10 | -1
CC1(C)C(c2ccccc2)=NC(c2cccnc2)=[N+]1[O-] | -1 | 0 | -6 | 0 | 2 | i | -1 | -11 | 15 | 2
Cn1ncnc2c(=O)n(C)c(=O)nc1-2 | 68* | -95 | -29 | 4 | 4 | i | 23 | -95* | -81* | .
CC(C)(C)n1cc(C(=O)c2ccc3ccccc3c2O)cn1 | 4 | -74 | 0 | -1 | 4 | i | -2 | -72* | 34 | 49*
COc1ccc(/C=C2/C(=O)NC(=S)N(C3CC3)C2=O)cc1CN1C(=O)c2ccccc2C1=O | 8 | . | . | . | 13 | . | -7 | . | . | -2
COc1ccc(NC(=O)c2cn(CCC#N)nc2-c2cccc([N+](=O)[O-])c2)cc1 | -3 | . | 2 | -2 | -2 | i | 2 | . | 4 | 2
CNS(=O)(=O)c1ccc(N=Cc2c(O)n(-c3ccc(C)cc3)c(=O)[nH]c2=O)cc1 | -6 | 5 | 9 | 1 | 0 | i | 0 | 4 | 18 | 1
O=C(C1CCN(S(=O)(=O)N2CCOCC2)CC1)N1CCC2(CC1)OCCO2 | -4 | 16 | 2 | 15 | -2 | i | -1 | 8 | 15 | -2
Nc1nonc1OCCCCOc1nonc1N | 3 | -3 | 2 | 4 | . | i | . | -1 | 10 | -2
N[C@@H](Cc1cc(Br)c(O)c(Br)c1)C(=O)O | . | -30 | 0 | -2 | 1 | i | 2 | -8 | 11 | 0
COc1cccc2c1O[C@H]1C(=O)CC[C@H]3CN(C)CCC231 (stereo not given in full) | -1 | 10 | -6 | -12 | -7 | i | -8 | 7 | 12 | .
COc1ccc(O)c(CN2CCCC(C(=O)c3ccccc3SC)C2)c1 (stereo not given) | 2 | 4 | 0 | -4 | -4 | i | 0 | -3 | 30 | 0
Cc1ccccc1-n1c(O)c(C=NCCN2CCOCC2)c(=O)[nH]c1=O | -5 | 23 | -6 | -4 | 1 | i | -1 | -6 | 4 | 0
COc1ccc(N=C(C)c2c(O)[nH]c(=O)[nH]c2=O)cc1 | -11 | -17 | 1 | -1 | 0 | i | -1 | -11 | 20 | 1
CCCCOC(=O)C1=C(N)OC2=C(C(=O)CC(C)(C)C2)[C@]12C(=O)N(C)c1ccccc12 | 1 | 19 | 3 | -23 | -6 | i | -3 | 3 | 0 | -1
O=c1c2ccccc2nc(/C=C/c2ccccn2)n1-c1ccccc1 | 2 | 13 | 0 | 12 | -3 | i | 2 | 4 | 31 | -1
CCn1c(C)cc(/C=C2\C(=O)NC(=O)N(c3ccccc3C)C2=O)c1C | 4 | 4 | 3 | 3 | 6 | i | 0 | -4 | 23 | 2
CN1C(=O)C(Cc2ccsc2)C(=O)N(C)C1=O | -2 | 0 | 2 | -5 | 0 | i | -12 | 4 | 19 | 0
Cc1nc2c(-c3ccccc3)c(C)nn2c(C)c1CCC(=O)N1CCC2(CC1)OCCO2 | -1 | -13 | 1 | -7 | 4 | i | 6 | -5 | 26 | -2
Cc1ccc(OCC(=O)N2CCN(Cc3ccc([N+](=O)[O-])cc3)CC2)cc1 | -2 | 2 | 8 | 31 | 0 | i | -3 | 0 | 15 | 12
COc1ccc(NC(=O)N2C[C@@H]3C[C@@H](C2)c2cccc(=O)n2C3)c(OC)c1 | 9 | 4 | 3 | 0 | 1 | i | -2 | -3 | 7 | -6

Brought forward from above: 2 entries, followed by the next part.
structure | Dyrk1A ADPGlo | HSF-1 act | GSK3beta inhib | Platelet DG rel | HDAC3 inhib | PolyA inhibitor | GSK3A inh | HSF1 inh | AI-2 QS mod | HSP90 refold inh
Cc1ccc(OCC(=O)N2CCN(Cc3ccc([N+](=O)[O-])cc3)CC2)cc1 | -2 | 2 | 8 | 31 | 0 | i | -3 | 0 | 15 | 12
COc1ccc(NC(=O)N2C[C@@H]3C[C@@H](C2)c2cccc(=O)n2C3)c(OC)c1 | 9 | 4 | 3 | 0 | 1 | i | -2 | -3 | 7 | -6
Cc1ccc2c(c1)CC1(CN2C)C(=O)NC(=O)N(C(C)C)C1=O (stereo not given) | 1 | 12 | 1 | 5 | 0 | i | -1 | 4 | 32 | 0
CN=C1CN(O)C(c2ccccc2)=c2cc(Cl)ccc2=N1 | -1 | 18 | 2 | 4 | 11 | i | 4 | 0 | 17 | .
CCOc1ccc(N2C(=O)/C(=C/c3ccco3)C(=O)NC2=S)cc1 | 5 | -21 | 1 | -7 | 0 | i | -3 | -14 | 11 | 5
CN1CCN(C(=O)COc2ccc3ccccc3c2Br)CC1 | 25 | -16 | -8 | -1 | 0 | i | -2 | 2 | 13 | -3
CC1(C)C2SCC(=O)N2CCN1CC(=O)NN (stereo not given) | . | -2 | -2 | -7 | -10 | i | 0 | 4 | -8 | 9
CN(Cc1ccccc1)C1CCCN(C(=O)COc2ccccc2Cl)C1 (stereo not given) | 1 | -21 | 1 | -2 | 11 | i | 3 | -5 | 9 | 8
CCC1C2CC3C4N(C)c5ccccc5C45CC(C2C5O)N3[C@@H]1O (stereo not given in full) | -2 | -15 | -1 | . | -3 | i | -1 | -8 | 7 | 1
CCOP(=O)(OCC)C1(C(=O)O)CCCC1 | 0 | -13 | 1 | -3 | -7 | i | -5 | -19 | 16 | -4
Cc1ccc(S(=O)(=O)N2CCN(C(=O)COC(=O)Cc3ccccc3)CC2)c(C)c1 | 7 | -18 | 4 | 0 | -4 | i | -1 | 2 | 20 | .
COc1ccc(CCN(C)Cc2ccncc2)cc1OC | -4 | -4 | 7 | 4 | -5 | i | -3 | -2 | 18 | -1
C=CCn1c(O)c(C(C)=NCCN2CCCCC2)c(=O)[nH]c1=O | 5 | -6 | 1 | -7 | -1 | i | 8 | -5 | 12 | -2
Cc1ccc(N=C(N(C)C)P(=O)(N(C)C)N(C)C)cc1 | -1 | -4 | 3 | -2 | -1 | i | -1 | -11 | 11 | 1
Cc1cccc(-n2c(CN3C(=O)c4ccccc4C3=O)nc3ccccc3c2=O)n1 | 4 | . | . | . | 1 | . | -2 | . | . | 5
CSc1nnc(C2CCNCC2)n1C | -5 | 5 | 0 | 1 | -4 | i | -3 | -6 | 21 | 7
CCOc1ccc(N2C(=O)/C(=C/c3ccc(C)o3)C(=O)NC2=S)cc1 | -2 | 6 | 4 | 2 | -1 | i | -5 | -4 | 30 | -2
CCN1CCN(c2cn[nH]c(=O)c2Cl)CC1 | -2 | -8 | 2 | -1 | 5 | i | 2 | -8 | 5 | 0
CCOC(=O)Cc1csc(NC(=O)c2c(O)c3ccccc3n(CCC(C)C)c2=O)n1 | -1 | 30 | -26 | -5 | 2 | i | . | 11 | 14 | 1
CC(Cc1ccccc1)NCc1ccccc1O (stereo not given) | . | 2 | 4 | -3 | -2 | i | -1 | -3 | 49 | 1
CCC(C)N1C(=O)/C(=C/c2ccc3c(c2)CCN3CCCCl)C(=O)NC1=S (stereo not given) | 2 | 12 | 1 | 3 | 6 | i | 1 | 1 | -35 | 3
O=C(Nc1ccccc1)c1c(O)[nH]c(=O)[nH]c1=O | 6 | 16 | 3 | -1 | 2 | i | -1 | 1 | 11 | .
CCC(C)C1NC(=O)C(C(C)=O)=C1O (stereo not given) | 10 | -4 | -5 | -1 | 11 | i | -1 | -1 | 5 | .
N#CC12CNCC1CN=N2 (stereo not given) | 4 | 8 | 1 | -5 | 2 | i | -2 | -1 | 10 | -2

3 compounds picked at random from those above, as already listed:
structure | Dyrk1A ADPGlo | HSF-1 act | GSK3beta inhib | Platelet DG rel | HDAC3 inhib | PolyA inhibitor | GSK3A inh | HSF1 inh | AI-2 QS mod | HSP90 refold inh
CCN(CC)C(=O)c1ccc(NC(=O)CNC(C)c2cccc3ccccc23)cc1 (stereo not given) | 2 | 9 | 3 | 8 | -1 | i | 1 | 1 | 1 | -1
COc1ccc(NC(=O)N2C[C@@H]3C[C@@H](C2)c2cccc(=O)n2C3)c(OC)c1 | 9 | 4 | 3 | 0 | 1 | i | -2 | -3 | 7 | -6
CC(C)(C)n1cc(C(=O)c2ccc3ccccc3c2O)cn1 | 4 | -74 | 0 | -1 | 4 | i | -2 | -72* | 34 | 49*

An excerpt from above in order of length of the SMILES, descending:
structure | Dyrk1A ADPGlo | HSF-1 act | GSK3beta inhib | Platelet DG rel | HDAC3 inhib | PolyA inhibitor | GSK3A inh | HSF1 inh | AI-2 QS mod | HSP90 refold inh
CCOC(=O)Cc1csc(NC(=O)c2c(O)c3ccccc3n(CCC(C)C)c2=O)n1 | -1 | 30 | -26 | -5 | 2 | i | . | 11 | 14 | 1
Cc1cccc(-n2c(CN3C(=O)c4ccccc4C3=O)nc3ccccc3c2=O)n1 | 4 | . | . | . | 1 | . | -2 | . | . | 5
C=CCn1c(O)c(C(C)=NCCN2CCCCC2)c(=O)[nH]c1=O | 5 | -6 | 1 | -7 | -1 | i | 8 | -5 | 12 | -2
Cc1ccc(N=C(N(C)C)P(=O)(N(C)C)N(C)C)cc1 | -1 | -4 | 3 | -2 | -1 | i | -1 | -11 | 11 | 1
CCN1CCN(c2cn[nH]c(=O)c2Cl)CC1 | -2 | -8 | 2 | -1 | 5 | i | 2 | -8 | 5 | 0
CCC(C)C1NC(=O)C(C(C)=O)=C1O (stereo not given) | 10 | -4 | -5 | -1 | 11 | i | -1 | -1 | 5 | .
CC(Cc1ccccc1)NCc1ccccc1O (stereo not given) | . | 2 | 4 | -3 | -2 | i | -1 | -3 | 49 | 1

The list is partial; count on the stated rates, not on these rows.
